Source: PubChem (National Center for Advancing Translational Sciences (NCATS))
HTT cytoprotect: Huntington cell model cytoprotection by ATP luminescence | PC12 HTT-Q103 induced, cytoprotection, ATP luminescence, 40 h | Potency, µM (highest dose often 56.4 µM), for the others: cytoprotection (ATP increase), hits mostly activators | hit rate 0.14% among 230,000;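 note: % of control where 0% means no effect; nearly all actives have a fitted effect of over 45% in size; toxic huntingtin expression switched on by the ecdysone agonist tebufenozide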
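Cells were plated at 1500 per well in phenol red-free DMEM with 5% equine and 5% calf serum. Tebufenozide (100 nM final) and compounds were added, then ATPlite reagent, and luminescence was read.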
Tau FP inhib: tau fibrillization inhibition (FP); P10636; Potency, µM (top dose mostly 57.7 µM), without a hit: top-dose activity, negative = inhibition, usual class: inhibitors; hit rate 0.39% among 280,000; AID 1468; K18 P301L tau heparin fibrillization, Alexa594 FP, 6 h; note: % is set by controls: 0 for no effect and ±100 for the full control effect; nearly all actives have a fitted effect of over 55% in size
Target sequence (P10636 561-689 P618L limits assumed): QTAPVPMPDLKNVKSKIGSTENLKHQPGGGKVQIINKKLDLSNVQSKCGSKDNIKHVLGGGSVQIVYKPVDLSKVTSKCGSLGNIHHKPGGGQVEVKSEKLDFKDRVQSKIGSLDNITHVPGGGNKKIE
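Read-out: fluorescence polarization of Alexa 594-labeled tau (0.24 uM), 555 nm excitation, 632 nm emission. Mixtures held 15 uM unlabeled K18 P301L, compound and 20 uM heparin, pH 7 acetate buffer, incubated 6 hr at 37 C.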
Tau ThT inhib: inhibitors of human tau fibril formation, thioflavin T binding. P10636. recombinant tau K18 P301L, heparin-induced fibrillization, ThT fluorescence. Potency, µM (top dose mostly 57.4 µM), for the others: at the highest dose activity, negative = inhibition, actives largely listed as inhibitors. hit rate 2.1% among 270,000. AID 1460; note: % is set by controls: 0 for no effect and ±100 for the full control effect; nearly all actives have a fitted effect of over 55% in size
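In this qHTS, human K18 P301L tau is incubated with compound and heparin for 6 hr at 37 C, and Thioflavin T fluorescence then reports fibril load.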
TexasRed fluor: Texas Red fluorescence interference in TRb-SRC2 counter-screen; hit rate 0.29% among 280,000; AID 1479; Potency, µM (titrated, usually from 106 µM), for inactives: at the highest dose fluorescence change, negative = quenching; TRb/SRC2 Texas Red total fluorescence interference; active = well fitted curve in either direction with a large enough effect; inconclusive = small, poorly fitted or top-dose-only effect; note: % is set by controls: 0 for no effect and ±100 for the full control effect
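Human TRβ ligand-binding domain (0.6 uM) and Texas Red SRC2 peptide (20 nM) in Tris buffer with 1 uM T3 and 5% DMSO were incubated with pinned compound for 5 hr at ambient temperature. Total fluorescence was computed as S + 2P (555/632 nm).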
L3MBTL1 inh: inhibitors of human L3MBTL1; AlphaScreen L3MBTL1–H3K9me1 peptide binding; Potency, µM (titrated, usually from 57.1 µM), for inactives: at the highest dose activity, negative = inhibition, actives largely listed as inhibitors; hit rate 0.66% among 230,000; Q9Y468; note: % is set by controls: 0 for no effect and ±100 for the full control effect; nearly all actives have a fitted effect of over 60% in size
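Read-out is AlphaScreen signal from streptavidin donor and nickel chelate acceptor beads (10 ug/mL final each) bridging L3MBTL1 (50 nM) and biotinylated K9-monomethylated H3(1-15) peptide (75 nM), after 30 min compound exposure at room temperature.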
Tau fluor cs: counter-screen for tau fibril formation inhibitors. AID 1463. tau K18 P301L (four-repeat tau fragment) Alexa594 fluorescence, heparin fibrillization. hit rate 0.93% among 280,000. Potency, µM (highest dose often 57.7 µM), for the others: at the top dose activity change, negative = decrease; note: % is set by controls: 0 for no effect and ±100 for the full control effect; nearly all actives have a fitted effect of over 55% in size
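Human K18 P301L tau (15 uM unlabeled plus 0.24 uM Alexa 594-labeled, final) in 100 mM sodium acetate pH 7 was mixed with compound and 20 uM heparin and incubated 6 hr at 37 C.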
RECQ1 helicase: inhibitors of human RECQ1 DNA helicase | RECQ1 DNA unwinding, red fluorescence kinetic read | Potency, µM (titrated, usually from 57.3 µM), for the others: top-dose activity, negative = inhibition, hits mostly inhibitors | hit rate 0.54% among 240,000 | P46063;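 note: plate controls were vehicle for no effect and no enzyme for full effect; nearly all actives have a fitted effect of over 30% in size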
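50 nM RECQ1T1 preincubated 15 min with compound in Tris pH 8.0 buffer with MgCl2, DTT, Tween-20 and 2.5 ug/ml poly(dI-dC); started with 200 nM TAMRA/BHQ-2 forked duplex and 2 mM ATP. Unwinding read as fluorescence (525/598 nm), two reads 2 h apart.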
TRb-SRC2 inh: TRbeta-SRC2 interaction inhibition. hit rate 0.065% among 280,000. AID 1469. TRbeta-SRC2 peptide binding, fluorescence polarization; receptor liganded with 1 µM T3. Potency, µM (top dose mostly 106 µM), for inactives: top-dose activity change, negative = inhibition, hits mostly inhibitors;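 note: plate controls were bound peptide for no effect and peptide without receptor for full effect; nearly all actives have a fitted effect of over 50% in size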
Target sequence (P10828 whole entry, looked up): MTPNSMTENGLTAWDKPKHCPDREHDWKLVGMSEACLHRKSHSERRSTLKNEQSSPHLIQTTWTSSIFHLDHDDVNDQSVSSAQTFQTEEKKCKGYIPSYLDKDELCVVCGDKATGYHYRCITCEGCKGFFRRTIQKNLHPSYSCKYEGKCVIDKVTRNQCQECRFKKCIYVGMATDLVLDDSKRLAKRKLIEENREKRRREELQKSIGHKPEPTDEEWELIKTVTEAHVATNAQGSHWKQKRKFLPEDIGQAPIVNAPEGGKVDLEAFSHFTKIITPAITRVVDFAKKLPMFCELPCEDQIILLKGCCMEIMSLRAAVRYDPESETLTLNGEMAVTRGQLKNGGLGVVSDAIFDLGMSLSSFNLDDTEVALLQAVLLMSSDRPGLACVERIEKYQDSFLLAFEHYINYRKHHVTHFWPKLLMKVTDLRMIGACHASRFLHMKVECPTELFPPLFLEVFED
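Decrease in fluorescence polarization of 20 nM Texas Red SRC2 coactivator peptide flagged inhibition of its binding to 0.6 uM TRb LBD; 1 uM T3 included, incubation 5 hr, ex 555/em 632 nm.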
The depositor's hits bear a star; [ ] = dose if it differs, or a comment. Unless noted, calls come from the whole dose curve; as a rule, active = well fitted curve in the direction sought with a large enough effect; inconclusive = small, poorly fitted or top-dose-only effect, or another doubt; inactive = no such curve, though single readings can be large; an effect the other way counts as inactive or inconclusive. Potency is the fitted concentration of half-maximal effect. The list is partial (hit frequency here may not be typical).

How did Cc1cc(C(=O)COc2ccc(C#N)cc2)c(C)n1-c1ccc2c(c1)OCO2 do in these assays?
HTT cytoprotect: -10%[10 µM]; Tau FP inhib: -3%; Tau ThT inhib: -11%; TexasRed fluor: -2%[53 µM]; L3MBTL1 inh: 2%; Tau fluor cs: -5%; RECQ1 helicase: -7%; TRb-SRC2 inh: -1%[53 µM]

How did CN1CCN(C(=O)/C(=C/c2ccc(F)cc2)c2ccsc2)CC1 do in these assays?
HTT cytoprotect: 13%[10 µM]; Tau FP inhib: 7%; Tau ThT inhib: -9%; TexasRed fluor: -3%; L3MBTL1 inh: -2%; Tau fluor cs: -8%; RECQ1 helicase: -3%; TRb-SRC2 inh: 14%

Results for CCOc1ccc(C2N(c3cc(C)on3)C(=O)C3CCCN32)cc1OC (stereo unspecified) ?
HTT cytoprotect: -6%; Tau FP inhib: 2%; Tau ThT inhib: -3%; TexasRed fluor: 0%; L3MBTL1 inh: 11%; Tau fluor cs: 3%; RECQ1 helicase: -6%; TRb-SRC2 inh: 6%

What do the screens show for `O=C(NCCN1CCOCC1)Nc1ccc(F)cc1`?
Tau FP inhib: -1%; Tau ThT inhib: -1%; TexasRed fluor: -3%; L3MBTL1 inh: 4%; Tau fluor cs: -3%; RECQ1 helicase: inactive; TRb-SRC2 inh: -5%

How did O=C(/C=C/c1ccc(F)cc1)NC(=S)NNC(=O)c1cnccn1 do in these assays?
HTT cytoprotect: -10%[10 µM]; Tau FP inhib: 6%; TexasRed fluor: -1%; Tau fluor cs: -15%; RECQ1 helicase: 0%; TRb-SRC2 inh: -4%

Results for O=C(CSc1ncccc1C(=O)O)NCc1ccc(F)cc1 ?
HTT cytoprotect: -12%; Tau FP inhib: 0%; Tau ThT inhib: 1%; TexasRed fluor: 2%; L3MBTL1 inh: -19%; Tau fluor cs: 2%; RECQ1 helicase: -6%; TRb-SRC2 inh: 1%

Results for CS(=O)(=O)Nc1ccc(Br)cc1C(=O)c1ccccc1 ?
HTT cytoprotect: -15%; Tau FP inhib: 3%; Tau ThT inhib: 5%; TexasRed fluor: -2%; Tau fluor cs: -3%; RECQ1 helicase: inactive; TRb-SRC2 inh: -16%

How did COc1ccc(-c2nc(N)n(C(=O)c3ccccc3)n2)cc1 do in these assays?
HTT cytoprotect: -32%[inhibitor]; Tau FP inhib: -11%; Tau ThT inhib: -12%; TexasRed fluor: 3%; L3MBTL1 inh: -6%[11.4 µM]; Tau fluor cs: -15%; RECQ1 helicase: inactive; TRb-SRC2 inh: -6%

Results for CCOC(=O)c1c(C)c(C(=O)Nc2ccc(F)cc2)c(C)n1C ?
HTT cytoprotect: -34%[inhibitor]; Tau FP inhib: -3%; Tau ThT inhib: -11%; TexasRed fluor: 2%; Tau fluor cs: -10%; RECQ1 helicase: -11%; TRb-SRC2 inh: 1%

How did O=C(O)C1C(C(=O)Nc2ccc(Cl)cc2)C2C=CC1C21CC1 (stereo unspecified) do in these assays?
HTT cytoprotect: -10%; Tau FP inhib: -4%; Tau ThT inhib: -10%; TexasRed fluor: -4%; Tau fluor cs: -7%; RECQ1 helicase: -6%; TRb-SRC2 inh: -3%

How did CCOC(=O)c1c(NC(=O)COC(=O)Cn2cnc3ccccc32)sc(C)c1C do in these assays?
HTT cytoprotect: -4%[10 µM]; Tau FP inhib: -5%; Tau ThT inhib: -13%; TexasRed fluor: 0%; L3MBTL1 inh: 5%; Tau fluor cs: -10%; RECQ1 helicase: inactive; TRb-SRC2 inh: -5%

How did CCn1c(=O)cc(SCC(=O)NCCc2cc(OC)ccc2OC)c2ccccc21 do in these assays?
Tau FP inhib: 0%; Tau ThT inhib: -14%; TexasRed fluor: -2%; Tau fluor cs: -13%; TRb-SRC2 inh: 2%

What do the screens show for `S=C(Nc1ccc2nc(-c3ccccn3)c(-c3ccccn3)nc2c1)N1CCOCC1`?
HTT cytoprotect: 5%[10 µM]; Tau FP inhib: inconclusive; Tau ThT inhib: 13µM*; TexasRed fluor: -8%; L3MBTL1 inh: -2%; Tau fluor cs: inconclusive; RECQ1 helicase: 20%; TRb-SRC2 inh: inconclusive

Results for CCOc1cc(CNC(=O)CCCn2c(=O)c3cccn3c3cccnc32)cc(OCC)c1OCC ?
Tau FP inhib: -8%; Tau ThT inhib: 2%; TexasRed fluor: -1%; Tau fluor cs: -11%; TRb-SRC2 inh: -6%

How did COc1ccc(Cc2nc3c4cnn(-c5cccc(F)c5)c4ncn3n2)cc1 do in these assays?
Tau FP inhib: -12%; Tau ThT inhib: -4%; TexasRed fluor: -28%; Tau fluor cs: -11%; TRb-SRC2 inh: 1%

What do the screens show for `Cc1ccccc1NC(=S)N(CCCN1CCCCC1)Cc1ccco1`?
HTT cytoprotect: 14%[10 µM]; Tau FP inhib: inconclusive; Tau ThT inhib: -7%; TexasRed fluor: 1%; L3MBTL1 inh: -9%; Tau fluor cs: -11%; RECQ1 helicase: 0%; TRb-SRC2 inh: 0%

What do the screens show for `O=C(O)CCC(=O)OC1CC2CCC1C2` (stereo unspecified)?
HTT cytoprotect: 6%; Tau FP inhib: -9%; Tau ThT inhib: 2%; TexasRed fluor: 3%; L3MBTL1 inh: 3%; Tau fluor cs: 3%; RECQ1 helicase: 9%; TRb-SRC2 inh: -13%

How did CCOc1ccc2c(c1)c(=O)c(C(=O)c1ccc(CC)cc1)cn2CC(=O)Nc1cccc(Cl)c1 do in these assays?
Tau FP inhib: -7%; Tau ThT inhib: -7%; TexasRed fluor: 0%; Tau fluor cs: -16%; TRb-SRC2 inh: -6%

What do the screens show for `CCOC(=O)CSc1nc2ccccc2n1CC(=O)NC(C)(C)C`?
HTT cytoprotect: 1%; Tau FP inhib: -5%; Tau ThT inhib: -14%; TexasRed fluor: 1%; L3MBTL1 inh: -1%; Tau fluor cs: -9%; RECQ1 helicase: -2%; TRb-SRC2 inh: -11%

Results for CCOc1ccc(C(=O)Nc2ccc(-n3nncc3-c3ccccc3)cc2)cc1OCC ?
Tau FP inhib: -11%; Tau ThT inhib: -6%; TexasRed fluor: -1%; Tau fluor cs: inconclusive; TRb-SRC2 inh: 4%

What do the screens show for `COc1ccc(C)cc1S(=O)(=O)N(CC(=O)N1CCOCC1)Cc1ccccc1`?
HTT cytoprotect: -5%; Tau FP inhib: 1%; Tau ThT inhib: -1%; TexasRed fluor: 0%; L3MBTL1 inh: -6%; Tau fluor cs: 0%; RECQ1 helicase: -17%; TRb-SRC2 inh: -2%

How did O=C(COC(=O)CCN1C(=O)c2ccccc2C1=O)Nc1ccc(S(=O)(=O)N2CCCC2)cc1 do in these assays?
HTT cytoprotect: 6%[4.97 µM]; Tau FP inhib: -5%; Tau ThT inhib: -2%; TexasRed fluor: -2%; L3MBTL1 inh: -13%; Tau fluor cs: 5%; RECQ1 helicase: 1%; TRb-SRC2 inh: -3%

What do the screens show for `COc1ccc(/C=N/NC(=O)C(=O)N2CCCC2)cc1OC`?
HTT cytoprotect: 11%[10 µM]; Tau FP inhib: -5%; Tau ThT inhib: -6%; TexasRed fluor: -1%; L3MBTL1 inh: -14%; Tau fluor cs: -3%; RECQ1 helicase: 0%; TRb-SRC2 inh: 13%

Results for COc1ccc(-c2nnc(SCC(=O)N3CCCCC3)o2)cc1 ?
Tau FP inhib: 4%; Tau ThT inhib: -18%; TexasRed fluor: 3%; Tau fluor cs: -7%; TRb-SRC2 inh: 2%

Results for Cc1sc(NC(=O)CSc2nnc(C)c(=O)[nH]2)c(C#N)c1C ?
HTT cytoprotect: -6%; Tau FP inhib: -2%; Tau ThT inhib: inconclusive; TexasRed fluor: 1%; L3MBTL1 inh: -3%; Tau fluor cs: -7%; RECQ1 helicase: inactive; TRb-SRC2 inh: 0%

What do the screens show for `O=C(Nc1ccccc1)c1ccsc1`?
Tau FP inhib: 2%; Tau ThT inhib: 7%; TexasRed fluor: 1%; L3MBTL1 inh: 4%; Tau fluor cs: 8%; RECQ1 helicase: -1%; TRb-SRC2 inh: -1%

Results for CC#CCCCC(=O)Nc1cc(OC)nc(OC)n1 ?
HTT cytoprotect: -4%; Tau FP inhib: -13%; Tau ThT inhib: -6%; TexasRed fluor: -1%; L3MBTL1 inh: -5%; Tau fluor cs: -6%; RECQ1 helicase: inactive; TRb-SRC2 inh: 2%

What do the screens show for `CSc1nc2ccc(NC(=O)CSc3nnc(N)s3)cc2s1`?
HTT cytoprotect: -5%; Tau FP inhib: 2%; Tau ThT inhib: inconclusive; TexasRed fluor: 1%; Tau fluor cs: -24%; RECQ1 helicase: 5%; TRb-SRC2 inh: -17%

Results for CC1=C/C(=C\c2ccc(Br)o2)C(=O)O1 ?
HTT cytoprotect: -6%[1.9 µM]; Tau FP inhib: -2%; Tau ThT inhib: -12%; TexasRed fluor: -2%; L3MBTL1 inh: 8.9µM*; Tau fluor cs: -5%; RECQ1 helicase: -26%; TRb-SRC2 inh: 0%

Results for CCOC(=O)c1ccc(NC(=O)Cn2c(=O)cc(C)c3c(C)nn(-c4ccc(CC)cc4)c32)cc1 ?
Tau FP inhib: -2%; Tau ThT inhib: -9%; TexasRed fluor: -4%; Tau fluor cs: -11%; TRb-SRC2 inh: -2%

What do the screens show for `CCC(C)(C)n1nnnc1C(c1cc(OC)ccc1OC)N1CCN(Cc2ccccc2)CC1` (stereo unspecified)?
HTT cytoprotect: -19%[10 µM]; Tau FP inhib: -7%[2.34 µM]; Tau ThT inhib: -8%; TexasRed fluor: -4%; L3MBTL1 inh: -20%; Tau fluor cs: -9%[2.34 µM]; RECQ1 helicase: 11%; TRb-SRC2 inh: -13%
